# Bioassay records from PubChem.
# CBFb-RUNX1 inh: inhibitors of human CBF-beta and RUNX1 interaction; AlphaScreen CBFb-His/RUNX1-biotin binding, biochemical; Potency, µM (series often up to 59.8 µM), inactives show at the top dose activity, negative = inhibition, usual class: inhibitors; AID 1477; 230,000 tested, under 10 active; Q01196+Q13951; also: % of control where 0% means no effect
# Target sequence (Q01196 whole entry, looked up): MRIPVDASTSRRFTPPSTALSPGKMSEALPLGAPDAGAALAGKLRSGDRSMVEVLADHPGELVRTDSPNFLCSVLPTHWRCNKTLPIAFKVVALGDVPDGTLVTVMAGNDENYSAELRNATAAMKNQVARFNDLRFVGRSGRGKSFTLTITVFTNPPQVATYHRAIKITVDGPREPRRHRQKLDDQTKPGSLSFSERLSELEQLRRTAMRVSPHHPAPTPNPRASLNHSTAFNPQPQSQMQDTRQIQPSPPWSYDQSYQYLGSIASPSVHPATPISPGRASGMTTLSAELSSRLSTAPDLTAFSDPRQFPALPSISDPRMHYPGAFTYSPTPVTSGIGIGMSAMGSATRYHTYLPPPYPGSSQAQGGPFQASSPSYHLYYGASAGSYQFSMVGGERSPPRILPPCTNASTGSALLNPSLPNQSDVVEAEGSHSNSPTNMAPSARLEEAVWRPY
# Target sequence (Q13951 whole entry, looked up): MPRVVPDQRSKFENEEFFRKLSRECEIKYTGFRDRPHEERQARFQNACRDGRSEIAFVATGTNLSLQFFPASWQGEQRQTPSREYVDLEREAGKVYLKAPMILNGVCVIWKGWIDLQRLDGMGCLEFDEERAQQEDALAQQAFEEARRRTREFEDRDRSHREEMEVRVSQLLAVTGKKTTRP
#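 Read-out: AlphaScreen. Format: His-CBF-beta with biotinylated RUNX1 (30 nM each) preincubated 20 min, compound 15 min, Ni-chelate plus streptavidin beads 90 min; room temperature throughout.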
# Epigenetic derep: epigenetic control regulation, reporter derepression; murine LDR cells, GFP reporter derepression, 30 h; Potency, µM (doses to about 53.9 µM), without a hit: at the top dose GFP activation, usual class: activators; actives 0.2% (n = 280,000); AID 1865; also: potency is read from the fitted curve at half-maximal effect; % of control where 0% means no effect; nearly all actives have a fitted effect of over 60% in size
#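 Reporter derepression read as number of fluorescent GFP-positive objects, 20-120 um in size, counted by laser-scanning cytometer. Mouse LDR line with an epigenetically silenced CMV-GFP locus; compound incubation 30 h, 37 C.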
# LMNA splice mod: LMNA splicing modulation | HeLa LMNA splicing GFP/RFP minigene ratio, 48 h | Potency, µM (highest dose often 46.1 µM), for inactives: at the highest dose ratio change, negative = inhibition, usual class: inhibitors | actives 0.01% (n = 200,000) | AID 1487; active = well fitted inhibition curve with a large enough effect in the signal ratio, with a control signal flat, not every such curve was filed as active; inconclusive = small, poorly fitted or top-dose-only effect, or effect the other way, or a change in a side signal; the % refers to the signal ratio; also: potency is read from the fitted curve at half-maximal effect; % is scaled to controls: 0 for no effect and ±100 for the full control effect
#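 S3 HeLa stable clones carrying a lamin A-EGFP splicing minigene plus DsRed2 were seeded at 600 cells/well in Opti-MEM with 2% FBS, pin-dosed and incubated 48 h at 37°C. Acumen cytometry (488 nm) gave the GFP/RFP total-intensity ratio.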
# KinaseGlo FLuc: counter-screen: inhibitors of Kinase-Glo firefly luciferase | AID 1379 | Potency, µM (doses to about 38.3 µM), for the others: at the top dose activity change, negative = inhibition, actives largely listed as inhibitors | Q27757 | actives 0.28% (n = 200,000) | Kinase-Glo luciferase, ATP luminescence, 8 min; also: potency is read from the fitted curve at half-maximal effect; % is scaled to controls: 0 for no effect and ±100 for the full control effect; nearly all actives have a fitted effect of over 60% in size
#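 Substrate mix (final 50 mM imidazole pH 7.2, 50 mM KCl, 7 mM MgCl2, 10 uM ATP, 0.01% Tween 20, 0.05% BSA) plus pin-tool compound, then Kinase-Glo detection mix; 8 min ambient, luminescence read.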
# NPSR antagonist: antagonists of human neuropeptide S receptor cAMP signaling | Q6W5P4 | CHO-NPSR cells, cAMP TR-FRET, antagonist mode | Potency, µM (series often up to 38.3 µM), inactives show top-dose activity change, negative = inhibition, hits mostly inhibitors | actives 1% (n = 220,000) | AID 1461; also: potency is read from the fitted curve at half-maximal effect; % is scaled to controls: 0 for no effect and ±100 for the full control effect; nearly all actives have a fitted effect of over 50% in size; many of its hits are not listed in these tables
# Target sequence (Q6W5P4 whole entry, looked up): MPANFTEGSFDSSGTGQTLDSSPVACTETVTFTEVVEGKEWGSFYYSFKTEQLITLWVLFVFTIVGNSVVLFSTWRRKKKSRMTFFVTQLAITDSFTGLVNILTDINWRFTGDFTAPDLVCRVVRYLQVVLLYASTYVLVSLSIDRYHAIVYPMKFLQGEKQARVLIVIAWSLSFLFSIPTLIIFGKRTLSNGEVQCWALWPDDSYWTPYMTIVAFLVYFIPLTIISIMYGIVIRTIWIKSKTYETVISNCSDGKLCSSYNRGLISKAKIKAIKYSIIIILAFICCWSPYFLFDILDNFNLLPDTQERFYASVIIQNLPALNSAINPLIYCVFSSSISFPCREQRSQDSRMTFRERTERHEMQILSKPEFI
# HttQ103 aggreg: reduces HttQ103-GFP aggregates in PC12 cells. PC12 HttQ103-GFP aggregates, Acumen cytometry, 40 h. actives 1.1% (n = 220,000). AID 1688. Potency, µM (top dose mostly 46.1 µM), without a hit: at the top dose activity change, negative = inhibition, actives largely listed as inhibitors; also: potency is read from the fitted curve at half-maximal effect; % is scaled to controls: 0 for no effect and ±100 for the full control effect; nearly all actives have a fitted effect of over 60% in size
#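 Aggregates are detected as GFP objects 1–25 µm with signal 6 STDEV over background in lysates of induced PC12 cells. These carry Huntingtin exon 1 with 103 glutamines fused to GFP under an ecdysone promoter; compounds titrated.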
# IMPase Li inh: IMPase inhibition in cells with lithium potentiation; CHO-M1 cells, IP1 TR-FRET (IP-One), carbachol + lithium; Potency, µM (highest dose often 59.4 µM), for inactives: at the top dose activity, negative = IMPase inhibition, hits mostly inhibitors; actives 0.35% (n = 210,000);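 also: IP1 builds up when IMPase is blocked and the TR-FRET signal falls; potency is read from the fitted curve at half-maximal effect; plate controls were basal vehicle for no effect and high inhibitor control for full effect; nearly all actives have a fitted effect of over 50% in size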
#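 Lithium-sensitised IP1 accumulation assay; M1-expressing CHO cells treated 30 min at 37C with compound. Competitive antibody detection by time-resolved FRET followed a 10 min room-temperature lysis step.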
# * hit, by the source's call; ? = inconclusive; . = not tested or not shown; [ ] = dose if it differs, or a comment. Unless noted, calls follow the shape of the dose curve; as a rule, active = well fitted curve in the direction sought with a large enough effect; inconclusive = small, poorly fitted or top-dose-only effect, or another doubt; inactive = no such curve, though single readings can be large; an effect the other way counts as inactive or inconclusive. Not all compounds are listed; count on the stated rates, not on these rows.
# Every second line gives: KinaseGlo FLuc, IMPase Li inh, CBFb-RUNX1 inh, LMNA splice mod, NPSR antagonist, Epigenetic derep, HttQ103 aggreg
CC1CN(S(=O)(=O)c2cccc(C(=O)NCCCn3ccnc3)c2)CC(C)O1 (configuration not stated)
→ -4.7%, -5.0%[38.3 µM], 9.6%, 5.9%, -10.1%[46.1 µM], -0.7%, 10.6%
Cc1cc(/C([O-])=C(/C(=S)Nc2ccccc2)[n+]2ccccc2)c(C)n1-c1ccccc1
→ 0.7%, 28.9%[38.3 µM], -11.6%, -4.5%, ?, 0.8%, -8.3%[9.22 µM]
O=C(Cc1c(O)c2ccccc2[nH]c1=O)NCc1ccccc1F
→ -2.6%, 11.1%[38.3 µM], -0.4%, ?, -1.5%[46.1 µM], -2.9%, 16.9%
COc1ccc(-c2[nH]ncc2CN2CCN(c3ccccn3)CC2)c(OC)c1
→ 0.2%, 11.0%, 11.1%, ?, -6.9%, 1.1%, 4.0%[9.22 µM]
Cc1ccc(N2C(=O)C3C4C=CC(CNC(=S)N5CCN(c6ccccc6)CC5)(O4)C3C2=O)cc1 (configuration not stated)
→ 3.4%, ?, -3.4%, ., -8.5%, 0.0%, -27.0%
CCOc1ccccc1NC(=O)CN(c1ccc(C)cc1)S(=O)(=O)c1c(C)n[nH]c1C
→ -0.7%, 25.3%[38.3 µM], -1.5%, 1.8%, ?, -11.6%, -16.5%
COC(=O)CCN(C(=O)C1C2CC3CC(C2)CC1C3)c1ccccn1 (configuration not stated)
→ 14.3%, 4.2%[38.3 µM], 6.2%, -3.1%, -13.8%[7.67 µM], ?, -4.3%
CC(C)COc1cccc(C(=O)Nc2ccc(S(=O)(=O)N3CCOCC3)cc2)c1
→ 2.1%, 9.5%[38.3 µM], 3.3%, ?, -21.8%[46.1 µM], -1.1%, ?
CCN(CC)CCNc1nc2c(c(=O)[nH]c(=O)n2C)n1CC(O)COc1ccc(Cl)cc1Cl (configuration not stated)
→ -0.5%, -11.9%[38.3 µM], -25.9%, -9.7%, 6.5%[46.1 µM], 1.9%, -4.8%
COc1ccc(NC(=O)CSc2nncn2C)cc1OC
→ -3.1%, 6.2%, 10.2%, -7.7%, -10.0%[46.1 µM], -1.2%, -9.9%
Cc1ccc(S(=O)(=O)N2CCN(Cc3nc4sc5c(c4c(=O)[nH]3)CCCC5)CC2)cc1
→ 3.1%, 1.1%, -7.6%, 4.1%, -12.5%, 1.1%, ?
CCC(C)[C@@H](NC(=O)OC(C)(C)C)c1nnc(S(=O)(=O)Cc2cccc(C)c2)o1 (some centres not stated)
→ -4.7%, 6.7%[38.3 µM], 0.2%, ?, ?, -0.9%, ?
Cc1ccc(N2CC(C(=O)Nc3nnc(SCC(=O)Nc4nc(C)cs4)s3)CC2=O)cc1 (configuration not stated)
→ 0.1%, 0.1%, -10.4%, 8.8%, -3.4%, -1.3%, 20.6%
CC(Oc1cccc(F)c1)C(=O)/C=C\N(C)C (configuration not stated)
→ -1.0%, -9.3%[38.3 µM], 5.6%, 6.1%, -3.7%[46.1 µM], -0.9%, 16.3%
C=CCOc1c(Cl)cc(CNc2ccc(C)c(Cl)c2)cc1OC
→ -1.1%, 41.5%[activator][38.3 µM], 19.6%, ?, ?, 2.6%, -17.1%

# Some of the entries so far, as comma-separated lines.
mol,KinaseGlo FLuc,IMPase Li inh,CBFb-RUNX1 inh,LMNA splice mod,NPSR antagonist,Epigenetic derep,HttQ103 aggreg
Cc1cc(/C([O-])=C(/C(=S)Nc2ccccc2)[n+]2ccccc2)c(C)n1-c1ccccc1,0.7%,28.9%[38.3 µM],-11.6%,-4.5%,?,0.8%,-8.3%[9.22 µM]
O=C(Cc1c(O)c2ccccc2[nH]c1=O)NCc1ccccc1F,-2.6%,11.1%[38.3 µM],-0.4%,?,-1.5%[46.1 µM],-2.9%,16.9%
COc1ccc(-c2[nH]ncc2CN2CCN(c3ccccn3)CC2)c(OC)c1,0.2%,11.0%,11.1%,?,-6.9%,1.1%,4.0%[9.22 µM]
Cc1ccc(N2C(=O)C3C4C=CC(CNC(=S)N5CCN(c6ccccc6)CC5)(O4)C3C2=O)cc1 (configuration not stated),3.4%,?,-3.4%,.,-8.5%,0.0%,-27.0%
CCOc1ccccc1NC(=O)CN(c1ccc(C)cc1)S(=O)(=O)c1c(C)n[nH]c1C,-0.7%,25.3%[38.3 µM],-1.5%,1.8%,?,-11.6%,-16.5%
COC(=O)CCN(C(=O)C1C2CC3CC(C2)CC1C3)c1ccccn1 (configuration not stated),14.3%,4.2%[38.3 µM],6.2%,-3.1%,-13.8%[7.67 µM],?,-4.3%
CC(C)COc1cccc(C(=O)Nc2ccc(S(=O)(=O)N3CCOCC3)cc2)c1,2.1%,9.5%[38.3 µM],3.3%,?,-21.8%[46.1 µM],-1.1%,?

# (cont.)
# Every second line gives: KinaseGlo FLuc, IMPase Li inh, CBFb-RUNX1 inh, LMNA splice mod, NPSR antagonist, Epigenetic derep, HttQ103 aggreg
CCN(CC)S(=O)(=O)c1ccc(NC(=O)c2cc(-c3ccccc3)nc3ccccc23)cc1
→ 3.5%, 1.7%, 3.1%, -1.5%, -3.7%, -1.0%, -6.5%
O=C(Cc1ccccc1[N+](=O)[O-])NCc1ccc2c(c1)OCO2
→ -6.0%, -3.7%, -6.9%, 4.8%, 8.0%, -1.3%, -4.6%
Cc1ccc[n+](CC(=O)Nc2c(Cl)cc(Cl)cc2Cl)c1
→ -2.7%, 15.1%, 3.2%, 6.5%[46 µM], -6.6%, -0.1%, ?
COc1ccccc1OCCCCCCN1CCOCC1
→ 1.7%, 16.7%, 5.6%, ., 12.4%, 2.1%, 11.0%
CCOc1ccc(NC(=O)NCCCSC2CCCCC2)cc1
→ -0.4%, 0.4%[38.3 µM], 2.7%, ?, -23.2%[46.1 µM], 2.3%, -16.0%
S=c1[nH]nc(-c2cccnc2)o1
→ 16.1%, -29.9%[38.3 µM], 3.6%, 5.4%, -12.6%[46.1 µM], -1.2%, -14.7%
O=C1CN(O)C=C2N=c3ccccc3=C2N1c1ccc([N+](=O)[O-])cc1
→ 2.0%, 7.1%, -4.7%, -3.5%[46 µM], -4.7%, -1.7%, 25.6%
O=C(COC(=O)/C=C/c1ccc(S(=O)(=O)N2CCc3ccccc32)cc1)NC1CCS(=O)(=O)C1 (configuration not stated)
→ -0.1%, 0.8%, 3.2%, -16.6%[46 µM], -19.2%, -1.5%, 13.3%[9.22 µM]
CCC(=O)Nc1cccc2c1C(=O)N(C)C2=O
→ -2.5%, 1.7%, 6.0%, -14.0%, 3.4%[46.1 µM], 1.1%, 11.3%
O=C(CN1C(=O)C2CCCCC2C1=O)OCn1nnc2ccccc2c1=O (configuration not stated)
→ 0.5%, -6.3%, -1.3%, -19.1%[46 µM], 4.3%, 2.1%, 6.9%
CS(=O)(=O)N(CC(=O)N1CCOCC1)Cc1ccc(Cl)cc1
→ 4.5%, 22.6%[38.3 µM], 6.2%, -9.7%, -9.6%[46.1 µM], -9.5%, -3.5%
O/N=C/c1ccccc1Oc1ccccc1
→ 0.6%, 6.6%, 7.8%, -13.2%, 7.1%[46.1 µM], -0.9%, -16.1%
NC(=O)c1ccsc1NC(=O)COC(=O)C1CC2CCCC(C1)C2=O (configuration not stated)
→ ., ., -10.3%, 1.0%[46 µM], -11.8%, 1.1%, 2.7%[9.22 µM]
c1csc(-c2nc(-c3ccc(-c4ccon4)s3)no2)c1
→ ., ., 8.5%, ., -18.4%, 9.4%, 6.6%[9.22 µM]
CCOC(=O)CN1C(=O)N[C@@H](c2ccccc2)[C@@H](C(=O)OC)[C@H]1C
→ -2.4%[7.66 µM], 6.6%, 8.5%[13.1 µM], 12.6%[9.22 µM], ., ., .
Nc1cc(=O)[nH]c(SCc2cccc(Cl)c2)n1
→ -7.1%, -10.6%[38.3 µM], ?, ?, -9.8%[46.1 µM], 0.8%, -12.1%
O=C(COC(=O)c1ccccc1O)Nc1cc([N+](=O)[O-])ccc1Cl
→ ., ., 3.9%, ., -6.0%[7.67 µM], 1.1%, -8.5%[9.22 µM]
COc1ccccc1NC(=O)C(CC(C)C)NC(=O)C1CCCCC1 (configuration not stated)
→ -1.2%, -8.8%[38.3 µM], 3.6%, -3.2%, -7.1%[46.1 µM], 0.1%, -9.4%
Cc1ncc(CO)c(/C=N/N=C/c2ccccc2O)c1O
→ -2.8%, -4.7%, 2.8%, -11.8%, -7.9%[46.1 µM], 1.0%, 21.5%
O=C(NC1CC1)C1CCN(C2CCN(C(=O)c3ccc4cccc(F)c4n3)CC2)CC1
→ -1.2%, 6.5%, -1.9%, 14.2%[46 µM], -6.3%, 4.4%, 0.0%[9.22 µM]
COC(=O)C1=C(C)N(CC2CCCO2)C(=O)C1 (configuration not stated)
→ 2.0%, 4.7%[38.3 µM], 8.0%, -1.4%, -4.3%[46.1 µM], 3.2%, -6.9%
CCNC(=O)CN(c1ccc(C)cc1)S(=O)(=O)c1ccc(SC)cc1
→ 3.4%, 5.7%, 10.5%, -2.9%, -9.0%[46.1 µM], 0.0%, -6.1%
COc1ccc(-c2cc(-c3ccccc3)nc3ncnn23)cc1
→ -3.2%, -13.1%, -8.9%, ., -32.2%, -2.7%, -22.5%
CC(CNS(=O)(=O)c1ccccc1)(c1ccccc1)N1CCOCC1 (configuration not stated)
→ ., ., -0.3%, 1.2%, 3.8%[46.1 µM], 0.1%, 16.1%
O=C(NCC1CCCO1)c1ccc2c(=O)n(Cc3ccc(Cl)cc3)c(=S)[nH]c2c1 (configuration not stated)
→ 0.4%, -12.0%, 4.7%, ?, 0.5%, 4.6%, 0.2%
Cc1ccnc(NC(=O)Cn2ccc([N+](=O)[O-])n2)c1
→ 1.7%, 0.4%, -0.5%, -1.2%, 16.7%, 0.0%, 28.2%
CCCCN1C(=O)Nc2ccccc2S1=O (configuration not stated)
→ -4.2%, -1.9%, -6.1%, -3.2%, 6.8%, 1.1%, 16.9%
CCOC(=O)Cc1csc(NC(=O)Cc2ccccc2[N+](=O)[O-])n1
→ -1.8%, -2.0%, 5.7%, ., 3.5%, 0.1%, -12.2%
Cn1nc(N)c2c(-c3ccc(Cl)cc3)c(C#N)c(N)nc21
→ -0.1%, 3.8%, -3.3%, -11.2%, 14.3%, 1.0%, ?
